# Screens: PubChem, several laboratories
# PrPC TRFRET: inhibitors of human cell surface prion protein PrPC; P04156; TR-FRET read-out; inhibition, % at 13.8 µM; actives 0.43% (n = 370,000); AID 720596; in the data active means inhibition above about 24%; further: 0% = median of the test wells and 100% = reference compound wells
# CCHF vOTU inh: blocks the CCHF virus ovarian tumor domain protease. actives 0.55% (n = 370,000). inhibition, % at 11.5 µM. CCHFV vOTU protease, Pep-AMC fluorescence. AID 651958; in the data active means inhibition above about 30%; further: 0% = vehicle wells with enzyme and 100% = no enzyme wells
# PriA SSB inh: blocks PriA binding to SSB C-terminal tail; actives 0.6% (n = 430,000); AID 1272365; AlphaScreen SSBct-PriA binding, biotinylated peptide; inhibition, % at 33 µM; in the data active means inhibition mostly above about 37%, no sharp cut-off; inactive means mostly below about 20%;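 further: plate controls were negative control peptide for no effect and reference peptide for full effect; strong numbers were not always called active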
# Vc quorum ag: quorum light induction in luxS cqsA deficient V. cholerae. V. cholerae BH1578 lux reporter, luminescence, 6 h. activation, % at 18.7 µM. actives 0.16% (n = 350,000). AID 588436; in the data active means activation mostly above about 9.7%, no sharp cut-off; further: not every result past the cut was called active; inactives centre near 0; reference of the scale not given here
# TcdB inh: TcdB glycohydrolase inhibition; P18177; TcdB glycohydrolase enzymatic assay, plate reader; actives 0.24% (n = 350,000); inhibition, % at 9.99 µM; in the data active means inhibition above about 10%
# MazF activator: activators of E. coli MazEF toxin-antitoxin RNase; actives 0.32% (n = 350,000); activation, % at 20 µM; FAM/BHQ RNA-DNA oligo cleavage fluorescence, 5 h; P0AE70; in the data active means activation above about 50%
# Target sequence (P0AE70 whole entry, looked up): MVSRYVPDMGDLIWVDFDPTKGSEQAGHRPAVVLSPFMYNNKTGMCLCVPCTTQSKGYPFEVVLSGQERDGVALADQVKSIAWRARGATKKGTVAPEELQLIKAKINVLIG
# Y pestis TopoI: Y. pestis Topo-I inhibition via cleavage products | Y. pestis Topo-I cleavage product accumulation, plate reader | activity, % at 10 µM | actives 0.064% (n = 360,000); in the data active means activity above about 50%, passing the limit was not always enough; further: inactives centre near 2
# DUSP3 inh: DUSP3 (human) phosphatase inhibition | P51452 | recombinant VHR phosphatase, pNPP absorbance | inhibition, % at 13.3 µM | actives 0.52% (n = 290,000) | AID 1654; in the data active means inhibition above about 50%; further: some compounds called inactive have numbers as strong as hits
# Target sequence (P51452 whole entry, looked up): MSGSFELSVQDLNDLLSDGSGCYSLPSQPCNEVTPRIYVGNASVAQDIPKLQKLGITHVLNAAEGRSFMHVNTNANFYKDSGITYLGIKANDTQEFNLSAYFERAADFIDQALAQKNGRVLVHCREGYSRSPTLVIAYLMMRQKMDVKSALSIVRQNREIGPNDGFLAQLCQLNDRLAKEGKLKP
# 3CLpro inhibitor: SARS-CoV 3CLpro protease inhibition. recombinant SARS-CoV 3CLpro, quenched FRET peptide cleavage. AID 1706. actives 0.14% (n = 290,000). P0C6X7. inhibition, % at 6 µM; in the data active means inhibition above about 12%
# Rv3671c protease: inhibitors of M. tuberculosis serine protease Rv3671c | actives 0.048% (n = 320,000) | inhibition, % at 5.96 µM | P9WHR9; in the data active means inhibition above about 38%;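 further: extracellular domain of Rv3671c used as enzyme; 0% = enzyme with DMSO and 100% = no enzyme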
# Target sequence (P9WHR9 whole entry, looked up, the tested form may be a part): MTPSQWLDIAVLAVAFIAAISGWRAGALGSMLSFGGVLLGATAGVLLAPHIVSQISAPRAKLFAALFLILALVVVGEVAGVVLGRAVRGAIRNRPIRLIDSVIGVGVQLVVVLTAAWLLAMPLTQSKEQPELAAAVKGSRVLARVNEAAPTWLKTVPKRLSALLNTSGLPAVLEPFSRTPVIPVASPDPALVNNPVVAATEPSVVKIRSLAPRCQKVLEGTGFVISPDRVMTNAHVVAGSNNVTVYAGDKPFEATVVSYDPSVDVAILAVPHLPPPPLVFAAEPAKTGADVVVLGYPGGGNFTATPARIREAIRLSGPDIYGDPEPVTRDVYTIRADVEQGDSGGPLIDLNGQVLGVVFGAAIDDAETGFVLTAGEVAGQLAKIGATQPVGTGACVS
# An asterisk follows results filed as active; i = inactive; nt = no result given; & = joins results of further samples. The list is partial, so the mix of outcomes need not match the whole.
# Under each structure: PrPC TRFRET, CCHF vOTU inh, PriA SSB inh, Vc quorum ag, TcdB inh, MazF activator, Y pestis TopoI, DUSP3 inh, 3CLpro inhibitor, Rv3671c protease
> COC(=O)c1c(-c2cccs2)csc1NC(=O)CSc1ncnc2sc(C)c(C)c12
    -3, -5, -12, -0.3, nt, 1, -4, 24, -5, 7
> Cc1nn(-c2ccccc2)c(C)c1C(=O)Nc1nnc(-c2ccco2)o1
    3, 7, -1, -5.3, nt, 1, 2, 17, -5, -9
> C=CCNC(=O)c1ccccc1SCc1c(C)noc1C
    -2, 0, -1, -0.5, 1.7, -2, -7, -2, 2, 5
> CCOc1ccc2nc(NC(=O)CSc3nc(SC)ns3)sc2c1
    0, -4, -5, i, 0.8, 2, 7, 11, 1, -2
> CC(C)[C@H](NS(=O)(=O)c1ccc(Cl)cc1)C(=O)OCC(=O)c1c(N)n(C)c(=O)n(C)c1=O
    2, 7, 2, i, 1.1, 4, 3, nt, nt, 2
> Cc1ccc(-c2csc3nc(SCC(N)=O)n(Cc4ccccc4)c(=O)c23)cc1
    14, 4, -5, -0.3, 0.7, -11, 28, -2, 7, -1
> COc1ccccc1C(=O)NC(=O)COc1cc(Cl)ccc1Cl
    -4, -6, -1, i, -4.7, -6, 3, nt, nt, -3
> Cc1cc(C(F)(F)F)c(C#N)c(SCC(=O)Nc2nc3ccccc3s2)n1
    1, -1, -19, -0.3, -1.1, 36, 1, -15, 2, -14
> CC1=NN(C(N)=S)C(=O)C1N=Nc1ccc(Cl)cc1 (stereo unspecified)
    1, 16, -12, 1.5, 0.2, -4, -10, 26, 3, nt
> Cc1ccc(/C=C2\SC(=S)N(CCC(=O)Nc3cccnc3)C2=O)cc1
    -1, 8, 8, i, 1.0, 82*, -5, 8, 2, 0
> CCN(CC)c1ccc(NC(=O)CCS(=O)(=O)c2cccc3nsnc23)c(C)c1
    -23, -11, 0, -0.3, -6.2, -1, -8, 12, 2, 0
> CC(=O)c1sc(N/N=C/c2cccc(O)c2)nc1C
    -21, 10, nt, -0.2, 0.2, 6, -3, -20, 4, 4
> O=C1NC(=O)C(Cc2cccs2)C(=O)N1
    5, -1, -5, -0.3, nt, 10, 1, 5, -2, -7
> CCCN1CCC(=O)N([C@H](CSc2ccc(OC)cc2)c2ccccc2)CC1
    -2, 8, -6, i, 0.9, -6, 29, 15, nt, -1
> CC(CNC(=O)c1cccc(Br)c1)n1cncn1 (stereo unspecified)
    -5, -8, 1, -0.6, 0.6, 2, -18, 23, -3, nt
> O=C(CCC(=O)N1CCCC(Nc2ccccc2)C1)c1ccc(F)cc1 (stereo unspecified)
    3, 28, -3, -0.1, -3.5, 3, 5, 2, -4, 5
> CC(=O)N1CCOc2ccc(S(=O)(=O)N3CCC(C(=O)Nc4cc(C)cc(C)c4)CC3)cc21
    3, 3, -2, -3.8, 0.2, 2, 34, 4, 0, -9
> CCOC(=O)N1CCN(C(=O)C(=O)c2cn(CC(=O)N3CCCCCC3)c3ccccc23)CC1
    9, 2, 0, -0.4, 1.7, -29, 19, 10, 6, 6
> CCN1C(=O)[C@@H]2[C@@H](c3ccc(-c4ccc5c(c4)OCO5)c(OC)c3)N3CCCC[C@@]3(C(=O)OC)[C@@H]2C1=O
    -2, 9, -5, i, -0.4, 2, 19, nt, nt, 4
> O=C(ONC(=O)C1CCCCC1C(=O)NOC(=O)c1ccccc1)c1ccccc1 (stereo unspecified)
    7, -4, -6, 3.3, 1.1, 4, 1, nt, nt, nt

# Some of these compounds in order of molecular weight, rising:
# Under each structure: PrPC TRFRET, CCHF vOTU inh, PriA SSB inh, Vc quorum ag, TcdB inh, MazF activator, Y pestis TopoI, DUSP3 inh, 3CLpro inhibitor, Rv3671c protease
> C=CCNC(=O)c1ccccc1SCc1c(C)noc1C
    -2, 0, -1, -0.5, 1.7, -2, -7, -2, 2, 5
> O=C(CCC(=O)N1CCCC(Nc2ccccc2)C1)c1ccc(F)cc1 (stereo unspecified)
    3, 28, -3, -0.1, -3.5, 3, 5, 2, -4, 5
> Cc1ccc(-c2csc3nc(SCC(N)=O)n(Cc4ccccc4)c(=O)c23)cc1
    14, 4, -5, -0.3, 0.7, -11, 28, -2, 7, -1

# (next part)
# Under each structure: PrPC TRFRET, CCHF vOTU inh, PriA SSB inh, Vc quorum ag, TcdB inh, MazF activator, Y pestis TopoI, DUSP3 inh, 3CLpro inhibitor, Rv3671c protease
> Nc1ccc(S(=O)(=O)C(F)(F)F)cc1N
    -2, 22, -16, -0.4, 0.8, 0, 1, 20, 7, -1
> CCCCn1c(N)c(N(CCC(C)C)C(=O)C2CC(=O)N(c3ccccc3OCC)C2)c(=O)[nH]c1=O (stereo unspecified)
    1, -6, -14, i, -0.1, -3, -6, 16, -1, 8
> O=C(CC1NC(=O)NC1=O)Nc1ccc(Cl)cc1 (stereo unspecified)
    -1, -4, -21, 6.6, nt, 1, 3, 2, -1, 5
> O=C(COC(=O)c1cccc(O)c1)NC(=O)Cc1ccccc1
    5, -4, -8, i, 1.9, 1, 2, 1, 3, -15
> CC(C)(C)NC(=S)/N=C(\N)N[N+](=O)[O-]
    3, -2, nt, -0.9, nt, -19, -7, 22, 1, 4
> Cc1cccc(C(=O)N(C)c2nnc(-c3ccncc3)s2)c1
    -1, -4, 12, 0.0, 0.6, -1, 4, nt, 2, -1
> CC(C)N(CC(O)c1cccc([N+](=O)[O-])c1)C(C)C (stereo unspecified)
    -3, -5, -22, i, nt, 4, 1, -3, 3, 2
> COc1cccc(/C=N/Nc2ncnc3scc(-c4ccccc4)c23)c1O
    3, 18, nt, -0.2, nt, -62, 67*, -11, 2, 7
> Cc1cccc(NC(=O)c2ccccc2NC(=O)c2ccccc2)n1
    -2, 1, 0, i, 1.1, 0, 25, -6, 2, -2
> CCc1nnc(SCC(=O)Nc2ccccc2Cl)nc1CC
    2, 14, -7, -0.3, 1.5, 6, 13, 0, 0, -7
> COc1ccc(N/C=C2\C(=O)c3c(sc(C)c3C)N(C)S2(=O)=O)cc1
    1, -9, nt, -0.7, 0.1, -63, 13, 16, 2, 4
> CC1=C2[C@H]3OC(=O)[C@@H](C)[C@@H]3CC[C@@]2(C)C=CC1=O
    2, -12, -10, -0.4, 1.2, 10, -1, nt, nt, 5
> CC(C)(C)c1ccc(OCC(=O)Nc2ccncc2)c(Br)c1
    2, 6, -7, -0.2, 1.0, -4, 35, 11, -2, -2
> O=C(CNC(=O)c1ccccc1Br)N/N=C\c1cc([N+](=O)[O-])cc(Br)c1O
    3, 11, nt, 0.1, 1.5, 13, -2, -1, 7, 14
> CCOC(=O)C(NCc1ccc2c(c1)OCO2)(NC(=O)c1ccccc1)C(F)(F)F (stereo unspecified)
    0, 11, -6, -0.2, nt, -3, 4, 33, 2, 1
> CC1(C)CCCC2=C1CC1C(=O)N(Cc3cccnc3)C(=O)C1C2 (stereo unspecified)
    -6, -8, -3, -0.3, nt, -4, 0, 25, -1, 2
> COc1ccc2c(=O)cc(-c3ccncc3)oc2c1OC
    -21, 12, -11, 0.8, 1.8, 5, 8, nt, nt, nt
> CN(C1CCCCC1)S(=O)(=O)c1cccc(C(=O)Nc2ccccn2)c1
    -2, -5, -7, -3.7, 1.5, -1, 12, nt, nt, 3
> O=C(Cn1cccc1)NC1CCCCCC1
    0, -14, -5, -0.5, nt, -6, -11, 31, 3, -2
> COC(C(=O)N/N=C(\C)c1ccc(O)cc1)c1ccccc1 (stereo unspecified)
    2, 4, nt, i, 2.2, 3, 1, 5, -9, -8

# Four entries drawn at random from the list so far, as already listed:
# Under each structure: PrPC TRFRET, CCHF vOTU inh, PriA SSB inh, Vc quorum ag, TcdB inh, MazF activator, Y pestis TopoI, DUSP3 inh, 3CLpro inhibitor, Rv3671c protease
> CN(C1CCCCC1)S(=O)(=O)c1cccc(C(=O)Nc2ccccn2)c1
    -2, -5, -7, -3.7, 1.5, -1, 12, nt, nt, 3
> COC(C(=O)N/N=C(\C)c1ccc(O)cc1)c1ccccc1 (stereo unspecified)
    2, 4, nt, i, 2.2, 3, 1, 5, -9, -8
> CCCN1CCC(=O)N([C@H](CSc2ccc(OC)cc2)c2ccccc2)CC1
    -2, 8, -6, i, 0.9, -6, 29, 15, nt, -1
> Cc1cc(C(F)(F)F)c(C#N)c(SCC(=O)Nc2nc3ccccc3s2)n1
    1, -1, -19, -0.3, -1.1, 36, 1, -15, 2, -14

# Taken from above.
# Under PriA SSB inh, COc1ccc2c(=O)cc(-c3ccncc3)oc2c1OC is entered as -11
# Under 3CLpro inhibitor, O=C(CC1NC(=O)NC1=O)Nc1ccc(Cl)cc1 (stereo unspecified) is entered as -1
# Under Vc quorum ag, CCOC(=O)C(NCc1ccc2c(c1)OCO2)(NC(=O)c1ccccc1)C(F)(F)F (stereo unspecified) is entered as -0.2
# Under DUSP3 inh, CC(C)(C)c1ccc(OCC(=O)Nc2ccncc2)c(Br)c1 is entered as 11

# The results go on:
# Under each structure: PrPC TRFRET, CCHF vOTU inh, PriA SSB inh, Vc quorum ag, TcdB inh, MazF activator, Y pestis TopoI, DUSP3 inh, 3CLpro inhibitor, Rv3671c protease
> C[c-]1[c-](C)[c-](C)[c-](C)[c-]1C.[Fe].c1cc2nccc(N3CCCC3)[c-]2c1 (stereo unspecified)
    -10&-2, 10&3, 12, 1.2, 0.0&0.4, -12&-8, 0&2, 28, nt, -1&2
> CCCOC(c1ccccc1)(c1ccccc1)C(Oc1nc(C)cc(C)n1)C(=O)O (stereo unspecified)
    -1, 12, -5, -0.2, 1.3, 1, 4, 0, 2, 3
> Cc1ccc(-n2nc(-c3ccccc3)cc2Nc2ccccc2N)cc1
    -3, -8, 36, -0.6, 1.5, 2, -2, 15, 5, -1
> CC1=NN(c2cccc(Cl)c2)C(=O)C1
    -14, 44*, -4, -0.2, -0.1, -4, -15, 3, 4, -182
> Cc1ccc(NC(=S)c2ccncc2)c(C)c1
    0, 3, 6, -0.2, 0.5, -4, -2, -10, 6, 4
> CC(=O)Oc1ccc(NC(=O)C2CCCCC2)c(C(=O)O)c1
    5, 5, -13, i, nt, 7, -5, 13, -6, -8
> Cc1cc(C)c(C#N)c(Oc2ccc(F)cc2)n1
    1, 1, -17, 1.1, nt, -1, -7, 20, -2, 4
> CCOC(=O)c1ccc(-n2c(=O)[nH]c3ccccc3c2=O)cc1
    7, 5, -14, i, nt, -5, -5, 0, -5, 3
> CN1CCN(Cc2cc(=O)n3ccsc3n2)CC1
    1, 12, -20, 0.3, -0.7, -4, 3, 5, 1, nt
> O=C(Nc1ccc(F)cc1)N(Cc1cccs1)Cc1cc2cc3c(cc2[nH]c1=O)OCO3
    4, -2, -5, -0.1, nt, -7, -7, 1, 0, -31
> NC(=O)c1ccc(NC(=O)CN2CCOCC2)cc1
    -9, -4, -10, i, 0.5, 2, -4, 12, 2, -2
> Cc1cc(OCC(=O)NC2CCN(Cc3ccccc3)CC2)c2c(C)cc(=O)oc2c1
    1, 4, -11, -0.4, 0.1, 1, 0, 10, -3, -12
> COc1cc(/C=N/NC(=O)c2cccnc2)ccc1OC(=O)c1ccc([N+](=O)[O-])cc1
    -1, -1, nt, i, -15, -4, 9, 8, 1, -1
> O=C(N/N=C/c1cc2c(cc1Cl)OCO2)c1cccc(Br)c1
    -3, 4, nt, -1.7, 1.4, 1, -2, 10, 1, 0
> Cc1nc2scc(C)n2c(=O)c1S(=O)(=O)NC(C)c1ccccc1 (stereo unspecified)
    -6, -3, 0, -0.4, 0.3, 5, 5, -7, -6, 2
> CCCCOCCCNC(=O)C1CCCCC1
    6, 6, 2, -1.5, 0.2, 12, 7, 26, 0, 5
> COc1cc(/C=C2\SC(=N)N(c3ccc(F)cc3)C2=O)ccc1O
    -1, 6, -13, -0.9, -0.4, -47, -17, -33, 1, -19
> C=CCNc1nc(N)c([N+](=O)[O-])c(NCc2ccccc2)n1
    nt, nt, -11, i, nt, 3, 1, 6, 2, -9
> CCCOc1ccc(OCCOCCN2CCc3ccccc3C2)cc1
    11, 8, -4, -0.4, nt, -4, 22, 11, 0, 0
> C/C=C/C=C/C(=O)O
    -1, 6, 8, -0.4, 1.1, 7, 2, nt, nt, 1
> CCOc1ccccc1/C=N/NC(=O)CNC(=O)c1ccc(S(=O)(=O)N2CCOCC2)cc1
    -3, 2, nt, -1.5, 3.2, 2, 10, -4, 4, 3
> CCOC(=O)c1ccc(NC=C2C(=O)OC3(CCCCC3)OC2=O)cc1
    7, 0, -9&-8, i, nt, -12, -2, 17, 2, -4
